# Compound activity as filed in PubChem BioAssay.
# B2AR arrestin ag: agonists recruiting beta-arrestin to human beta2-adrenergic receptor | 44,000 tested, under 10 active | Potency, µM (doses to about 46.1 µM), without a hit: at the highest dose activation, usual class: activators | AID 1347077 | HTLA Tango cells, beta-arrestin recruitment, luciferase luminescence, 18 h;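 further: potency means the concentration at half of the fitted maximal effect; 0% = DMSO and full agonism = EC100 isoproterenol or metaproterenol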
# Target sequence (P07550 whole entry, looked up): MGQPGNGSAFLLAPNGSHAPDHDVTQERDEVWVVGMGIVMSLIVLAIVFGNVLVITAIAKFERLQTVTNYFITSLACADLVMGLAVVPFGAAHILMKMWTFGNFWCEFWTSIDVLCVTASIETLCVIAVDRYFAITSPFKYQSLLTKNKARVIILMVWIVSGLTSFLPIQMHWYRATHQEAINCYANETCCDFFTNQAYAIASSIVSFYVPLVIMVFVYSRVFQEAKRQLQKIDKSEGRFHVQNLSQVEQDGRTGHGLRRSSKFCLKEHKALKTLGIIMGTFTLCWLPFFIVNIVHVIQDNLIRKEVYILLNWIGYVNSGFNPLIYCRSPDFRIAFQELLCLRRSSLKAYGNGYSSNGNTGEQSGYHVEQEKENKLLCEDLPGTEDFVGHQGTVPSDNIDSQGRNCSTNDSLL
#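 Receptor–beta-arrestin recruitment read by tTA-responsive luciferase: compound titrations (up to 46 µM) incubated 18 h with Tango cells, then luminescent substrate 15 min at room temperature. Concentration-response fits classified by r2, efficacy and activity.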
# FH mod: Identification of activators of human fumarate hydratase by quantitative high-throughput screening; AID 1347055, 2019; Fumarate hydratase, mitochondrial (Homo sapiens), P07954; Potency, µM (series often up to 79.9 µM), for inactives: at the highest dose activity change, negative = inhibition, hits mostly inhibitors; hit rate 0.22% among 54,000; FH coupled MDH/diaphorase resazurin fluorescence, 15 min; further: potency means the concentration at half of the fitted maximal effect; on the % scale 0 is the no-effect control and ±100 the full control effect; the screen sought activators but most active calls are inhibition curves; nearly all actives have a fitted effect of over 45% in size
# NTMT1 inhibitor: inhibitors of human N-terminal methyltransferase NTMT1; Q9BV86; NTMT1 MTase-Glo SAH luminescence, purified enzyme; Potency, µM (top dose mostly 114 µM), without a hit: at the highest dose activity change, negative = inhibition, hits mostly inhibitors; hit rate 2.5% among 59,000; AID 1645870;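 further: potency means the concentration at half of the fitted maximal effect; plate controls were DMSO vehicle for no effect and no enzyme for full effect; nearly all actives have a fitted effect of over 65% in size; many of its hits are not listed in these tables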
# Target sequence (Q9BV86 whole entry, looked up): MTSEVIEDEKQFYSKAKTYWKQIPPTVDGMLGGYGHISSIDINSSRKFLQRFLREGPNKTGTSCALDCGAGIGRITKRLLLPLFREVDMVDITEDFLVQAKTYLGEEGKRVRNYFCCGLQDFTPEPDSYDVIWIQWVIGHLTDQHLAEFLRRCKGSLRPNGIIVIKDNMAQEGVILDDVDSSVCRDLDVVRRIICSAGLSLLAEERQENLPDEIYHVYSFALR
# p53null 32C tox: selectivity test: cytotoxicity in p53 null cells, permissive temperature; H1299-neo p53 null cells, ATP luminescence, 24 h, 32C; Potency, µM (top dose mostly 46.1 µM), without a hit: at the highest dose activity change, negative = cytotoxicity, actives largely listed as cytotoxic; hit rate 0.62% among 55,000;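 further: potency means the concentration at half of the fitted maximal effect; 0% = DMSO only and -100% = full killing by 100 µM tamoxifen; nearly all actives have a fitted effect of over 55% in size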
#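 H1299-neo, 600 cells/well; overnight 37C; cpd up to 46 uM, 24 h at 32C; ATPlite luminescence after 20 min RT; normalized to DMSO (0%) and tamoxifen 100 uM (100% kill); Hill-fit AC50.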
# PTAP-TSG101 blk: blocks PTAP binding to human TSG101, validation; Fluorescence polarization, FITC-PTAP peptide/Tsg101, 20 min; Potency, µM (series often up to 115 µM), without a hit: top-dose activity change, negative = inhibition, most hits filed as inhibitors; 44,000 tested, under 10 active; AID 1347069; further: potency means the concentration at half of the fitted maximal effect; 0% is about no effect
# Target sequence (Q99816 whole entry, looked up): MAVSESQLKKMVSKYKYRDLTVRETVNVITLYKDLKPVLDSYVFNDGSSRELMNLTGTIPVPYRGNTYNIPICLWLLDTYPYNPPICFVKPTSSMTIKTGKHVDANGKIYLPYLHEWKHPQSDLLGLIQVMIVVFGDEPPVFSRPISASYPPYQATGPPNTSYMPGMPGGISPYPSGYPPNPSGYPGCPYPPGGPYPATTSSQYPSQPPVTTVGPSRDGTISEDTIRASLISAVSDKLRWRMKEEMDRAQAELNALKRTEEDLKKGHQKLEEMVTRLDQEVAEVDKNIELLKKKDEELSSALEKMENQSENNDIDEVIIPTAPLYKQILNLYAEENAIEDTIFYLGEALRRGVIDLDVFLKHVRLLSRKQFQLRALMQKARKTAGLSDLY
#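 The Tsg101 binding domain, at 10 uM final, is mixed with compound and a FITC peptide bearing the PTAP motif (50 nM final). After 20 min at r.t., polarization is measured; actives defined by CRC class, efficacy cut-off 60% inhibition.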
# GALK inhibitor: inhibitors of human galactokinase (GALK). 44,000 tested, under 10 active. recombinant GALK, Kinase-Glo ATP luminescence, 1 h. P51570. Potency, µM (titrated, usually from 57.5 µM), for the others: at the highest dose activity, negative = inhibition, hits mostly inhibitors. AID 1347072;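 further: plate controls were full GALK reaction for no effect and reaction lacking GALK for full effect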
#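 Luminescent ATP-depletion readout (Kinase-Glo Plus, 10 min) after 1 h RT reaction of 5 nM GALK, 35 uM ATP, 100 uM galactose, pH 8.0 HEPES buffer. Decreased kinase activity scored as inhibition.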
# p53null 39C kill: p53 null cell cytotoxicity, nonpermissive temperature | H1299 p53-null (neo) cells, 39C, ATPlite viability, 24 h | AID 904 | hit rate 0.97% among 55,000 | Potency, µM (top dose mostly 46.1 µM), inactives show at the highest dose activity, negative = cell killing, most hits filed as cytotoxic;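 further: potency means the concentration at half of the fitted maximal effect; 0% = DMSO only and -100% = full killing by 100 µM tamoxifen; nearly all actives have a fitted effect of over 50% in size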
#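 Following overnight plating at 37C (600 cells/well), H1299-neo or H1299-p53A138V cells are dosed up to 46 uM. Incubation lasts 24 hr at 39C before ATP detection.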
# * = called active by the depositor; ? = inconclusive; [ ] = remark or other dose. The call rests on the fitted dose curve; in most records, active means well fitted curve in the direction sought with a large enough effect; inconclusive means small, poorly fitted or top-dose-only effect, or another doubt; inactive means no such curve, though single readings can be large; an effect the other way counts as inactive or inconclusive. This is a subset; the hit share may differ from the screen's.
SMILES,B2AR arrestin ag,FH mod,NTMT1 inhibitor,p53null 32C tox,PTAP-TSG101 blk,GALK inhibitor,p53null 39C kill
CC(CCc1ccccc1)NC(=O)Cn1ncc2c3ccccc3n(Cc3ccccc3F)c2c1=O (stereo not drawn),-3.7%,3.6%,8.0%,-7.7%,3.8%,6.7%,-25.0%
CCOc1ccc(C(=O)NCCc2sc(-c3cccc(F)c3)nc2C)cc1OCC,2.2%,-9.1%,11.3%,-2.8%,0.5%,1.5%,9.4%
O=C1CC(c2ccccc2)Cc2[nH]c(=O)c(C(=O)Nc3ccc(F)cc3)cc21 (stereo not drawn),1.4%,4.0%,-3.0%,1.2%,-10.6%,-1.6%,4.2%
CC(C)NC(=O)Cn1ccc2cc(S(=O)(=O)N3CCCCCC3)ccc21,-0.5%,-11.0%,-2.4%,-6.4%,-4.3%,5.1%,8.7%
Cc1ccc(C)c(NC(=O)CSc2nc3c([nH]c4ccccc43)c(=O)n2-c2ccc(F)cc2)c1,-0.7%,0.6%,2.0%,-5.5%,-0.4%,-9.6%,7.0%
CCOc1ccc(CNC(=O)CN2C(=O)C3CCCCN3c3ccc(C(=O)N4CCCC4)cc32)cc1 (stereo not drawn),-0.3%,-15.1%,0.0%,0.8%,5.5%,-1.3%,26.7%
COCc1cc(C)nc2sc3c(c12)NC(c1ccc(O)c(OC)c1)N(c1ccccc1)C3=O (stereo not drawn),?,-22.0%,?,1.1%,5.2%,5.5%,-13.3%
COc1ccc2c(c1)c1c(c(=O)n(-c3ccc(OC)c(OC)c3)c(=O)n1Cc1ccc(C)cc1)n2C,-0.1%,-2.2%,4.5%,-0.4%,-5.3%,0.8%,13.6%
CCOc1ccccc1NC(=O)N1CCN(Cc2nc3ccc(C)cc3o2)CC1,1.0%,5.1%,4.0%,-2.5%,-1.2%,0.9%,1.3%
CCc1ccccc1NC(=O)C(NS(=O)(=O)c1ccc2c(c1)CCC(=O)N2)c1ccccc1 (stereo not drawn),1.1%,-4.5%,36.5%[activator],-7.4%,1.5%,9.8%,-18.0%
CCCCOc1ccc(C(=O)NCc2nnnn2-c2ccc(C)c(C)c2)cc1,1.2%,-12.4%,?,-1.1%,-3.0%,1.0%,-8.4%
O=C(NC1CCCCC1)c1ccc(CSc2nc3ccncc3n2Cc2ccc(F)cc2)cc1,1.2%,-12.6%,9.6%,10.6%,-6.7%,-12.4%,-16.1%
COc1ccc(CCNC(=O)c2cccc(-n3cnc4cccnc43)c2C)cc1OC,-0.1%,-1.1%,6.9%,3.8%,-1.3%,0.2%,2.8%
CCCNC(=O)CN1C(=O)COc2ccc(S(=O)(=O)N3CCCCCC3)cc21,1.0%,-1.9%,-11.3%,0.0%,-2.4%,-16.1%,18.1%
O=C(COc1ccccc1F)Nc1ccccc1OCc1cc(=O)n2ccccc2n1,-0.4%,0.5%,-18.6%,-14.3%,0.9%,0.4%,-5.8%
Cc1cc(C)c2c(n1)nn1c(C)c(CCC(=O)NCc3ccccc3Cl)c(C)nc21,-2.9%,-16.1%,-2.6%,8.6%,1.3%,1.7%,-10.4%
Cc1cccc(-n2c3nc(=O)n(C)c(=O)c-3cc3ccc(Cl)cc32)c1C,-1.6%,5.4%,-15.1%,-3.7%,-1.5%,0.0%,-6.7%
Cn1nnnc1SCCCNCc1cccc(OCc2ccc(F)cc2)c1,-3.3%,4.9%,?,-9.2%,1.1%,-5.6%,-2.4%
COCCNC(=O)C1CCN(S(=O)(=O)c2ccc3c(c2)CCCN3C(C)=O)CC1,-0.4%,-1.5%,27.0%,1.9%,-7.1%,0.7%,18.6%
CCS(=O)(=O)c1ncc(N(Cc2ccccc2)Cc2ccco2)c(C(=O)Nc2ccccc2C)n1,-3.3%,2.9%,18.7%,-8.2%,-1.2%,-5.0%,12.7%
CCc1ccc(NC(=O)C(C)n2nnc3sc(-c4ccccc4)cc3c2=O)cc1 (stereo not drawn),-1.6%,-1.9%,?,0.6%,-3.5%,-1.8%,1.5%
CCCCOC(=O)c1ccc(NC(=O)Cn2nnc3sc4c(c3c2=O)CCCC4)cc1,-0.4%,-20.5%,5.0%,2.6%,12.5%,0.0%,7.8%
Cc1nc2c(-c3ccc(F)cc3)c(C)nn2c(C)c1CCC(=O)NCc1ccc(F)cc1,0.8%,1.2%,-1.3%,6.3%,1.8%,1.0%,-13.6%
COc1ccccc1OC(C)C(=O)N1CCN(CCc2ccccn2)CC1 (stereo not drawn),-2.9%,4.1%,17.5%,-1.6%,-0.9%,0.0%,-9.7%
Fc1ccc(Cc2cn3cc(-c4ccc(F)cc4)nc3s2)cc1,-0.7%,-2.6%,6.1%,?,-0.7%,0.0%,?
CC(=O)N1CCc2cc(Br)cc(S(=O)(=O)NCCc3cccc(C)c3)c21,-1.4%,-12.8%,-1.8%,25.6%,0.0%,-0.4%,-22.1%
CC(=O)N1c2ccc(S(=O)(=O)N3CCCCCC3)cc2CC1C(=O)NCc1ccccc1C (stereo not drawn),-0.6%,1.0%,-8.0%,-4.4%,1.5%,-2.3%,-12.6%
Cc1ccc(/C=C(\C#N)C(=O)Nc2ccc(Br)cc2)o1,0.0%,6.2%,11.7%,-4.4%,12.5%,-15.0%,-18.4%
CCOc1ccc(NC(=O)c2cnn(-c3ccccc3)c2-n2cccc2)cc1,-2.8%,-24.0%,-11.2%,60.8%[activator],-4.0%,6.0%,59.1%[activator]
COc1ccc(Cl)cc1C(=O)NCc1nnnn1-c1ccccc1,0.1%,-14.1%,?,6.7%,-1.5%,-1.1%,-10.8%
CC(CC(=O)Nc1ccc(F)cc1)S(=O)(=O)c1cc2c3c(c1)CCN3C(=O)CC2 (stereo not drawn),0.0%,-2.7%,-2.0%,-6.9%,0.8%,1.4%,2.6%
Cc1ccc(-c2nc3scc(CCNC(=O)Cc4ccc(Cl)cc4)n3n2)cc1,0.0%,-4.3%,2.5%,35.0%[activator],0.6%,-0.8%,-18.0%
CC1=C(C(=O)Nc2ccc(Cl)cc2)C(CC(C)C)n2nc(SCc3ccccc3C)nc2N1 (stereo not drawn),0.8%,1.6%,13.4%,4.3%,0.9%,0.7%,-18.7%
CN(C)c1ccc(NC(=O)CN2C(=O)c3ccccc3Sc3ccc(C(=O)N4CCCC4)cc32)cc1,1.4%,-19.6%,-7.6%,10.2%,0.5%,-0.7%,3.4%
COc1ccc(NC(=O)C2CCCN(S(=O)(=O)c3ccc(Cl)cc3)C2)cc1 (stereo not drawn),-1.3%,1.0%,-2.7%,-3.9%,2.3%,-0.9%,-17.6%
O=C(Cn1ncn2cccc2c1=O)NCc1cccc(Br)c1,-2.3%,3.2%,-0.5%,2.5%,-0.5%,4.3%,-3.5%
CCC(C)n1c(=N)c(S(=O)(=O)c2ccccc2)cc2c(=O)n3ccccc3nc21 (stereo not drawn),0.9%,-10.2%,-1.7%,2.0%,1.5%,?,4.7%
CCOc1cc(C(=O)N2CC(=O)Nc3ccc(C)cc3C2c2ccccc2)cc(OCC)c1OCC (stereo not drawn),0.6%,-25.8%,7.9%,15.7%,-0.1%,7.1%,19.8%
COc1ccc(OC)c(CCNC(=O)C(C)n2nc(C)c3c(C)n(-c4ccc(C)cc4)nc3c2=O)c1 (stereo not drawn),-0.5%,-11.6%,89.1µM*,1.8%,-0.9%,-0.9%,-1.2%
CCOc1ccc(CNC(=O)c2ccc(NC(=O)N3CCCCc4ccccc43)cc2)cc1OC,-0.1%,3.7%,-2.9%,7.4%,1.5%,1.2%,-20.5%
Cc1ccc(-c2cc(C(=O)Oc3ccccc3Cl)no2)cc1C,-3.4%,-17.2%,-4.7%,?,-5.2%,3.7%,-42.8%
CCOc1ccc(CN2C(=O)c3ccccc3Sc3ccc(C(=O)NCCc4ccccc4)cc32)cc1,0.9%,-14.6%,-16.1%,41.0%[activator],-1.0%,-0.3%,23.0%
Cc1nn(C)c2c1c(-c1ccccc1)cc(=O)n2CC(=O)NC(C)c1ccccc1 (stereo not drawn),-0.8%,-8.1%,?,18.5%,1.3%,3.2%,-10.9%
CCCCSc1ncnc2c1sc1nc(N3CCOCC3)c3c(c12)CCCC3,-1.8%,0.6%,4.8%,0.1%,-1.2%,2.4%,-12.0%
Cc1ccc(NS(=O)(=O)c2ccc3c(c2)NC(=O)CCS3)cc1C,0.7%,-18.1%,-5.2%,-0.1%,-1.5%,-0.2%,-10.5%

# One compound at a time (already shown):
# `CCOc1ccc(CN2C(=O)c3ccccc3Sc3ccc(C(=O)NCCc4ccccc4)cc32)cc1` across the screens: B2AR arrestin ag: 0.9%; FH mod: -14.6%; NTMT1 inhibitor: -16.1%; p53null 32C tox: 41.0%[activator]; PTAP-TSG101 blk: -1.0%; GALK inhibitor: -0.3%; p53null 39C kill: 23.0%
# `Cc1ccc(-c2nc3scc(CCNC(=O)Cc4ccc(Cl)cc4)n3n2)cc1` across the screens: B2AR arrestin ag: 0.0%; FH mod: -4.3%; NTMT1 inhibitor: 2.5%; p53null 32C tox: 35.0%[activator]; PTAP-TSG101 blk: 0.6%; GALK inhibitor: -0.8%; p53null 39C kill: -18.0%
# `CC(CC(=O)Nc1ccc(F)cc1)S(=O)(=O)c1cc2c3c(c1)CCN3C(=O)CC2` (stereo not drawn) across the screens: B2AR arrestin ag: 0.0%; FH mod: -2.7%; NTMT1 inhibitor: -2.0%; p53null 32C tox: -6.9%; PTAP-TSG101 blk: 0.8%; GALK inhibitor: 1.4%; p53null 39C kill: 2.6%

# The results go on:
SMILES,B2AR arrestin ag,FH mod,NTMT1 inhibitor,p53null 32C tox,PTAP-TSG101 blk,GALK inhibitor,p53null 39C kill
COc1ccc(Nc2ncc3c(n2)CCN(Cc2cccc(F)c2F)C3)c(OC)c1,1.0%,-13.1%,6.5%,6.6%,-4.5%,1.5%,-5.2%
Cn1cc(S(=O)(=O)N2CCOCC2)cc1C(=O)Nc1cccc(C#N)c1,-0.7%,3.8%,-25.6%,-2.3%,-2.9%,-3.6%,-6.1%
O=C(C1CCN(c2ncnc3c2nc2n3CCCCC2)CC1)N1CCN(c2ccc(Cl)cc2)CC1,-0.4%,-1.8%,1.9%,0.3%,0.4%,-7.9%,-4.5%
CCCCNS(=O)(=O)c1ccc2nc(NC(=O)c3cccnc3)sc2c1,-0.9%,-25.1%,0.5%,0.1%,0.2%,0.0%,?
CCC(=O)N1c2ccc(S(=O)(=O)N3CCN(c4ccccc4Cl)CC3)cc2CC1C (stereo not drawn),0.2%,-13.0%,89.1µM*,6.8%,-3.4%,-0.9%,4.6%
Cc1cccc(N2CCN(c3nc4ccccc4c(=O)n3-c3ccc(Cl)cc3)CC2)c1C,0.6%,-10.7%,4.3%,18.3%,2.4%,0.0%,-1.3%
O=C(NCc1cccs1)c1ccc2c(c1)N(Cc1cccc(F)c1)C(=O)c1ccccc1S2,5.1%,-22.2%,-1.6%,10.7%,6.9%,-3.8%,-12.0%
